# ELG1 genotoxic – inducers of genotoxicity in HEK293T ELG1-luciferase cells. HEK293T ELG1-luciferase reporter, luminescence, 16 h. Potency, µM (highest dose often 46 µM), without a hit: top-dose activity change, positive = activation, most hits filed as activators. 1.3% of 330,000 active; also: % of control where 0% means no effect; nearly all actives have a fitted effect of over 60% in size
#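 Cells (2,000/well) expressing the ELG1-luciferase fusion are dosed by pin tool and kept 16 hr at 37 °C, 5% CO2. Signal comes from ONE-Glo luciferase reagent after 30 min at room temperature.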
# NPC1 prom act – NPC1 promoter activation; Huh7 NPC1 promoter luciferase reporter, 24 h; Potency, µM (titrated, usually from 9.22 µM), without a hit: top-dose activation, usual class: activators; 2.4% of 320,000 active;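 also: % of control where 0% means no effect; nearly all actives have a fitted effect of over 60% in size; reporter is driven by a mutant NPC1 promoter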
#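 Stably transfected Huh7 (NPC1 promoter→luciferase), 1500 cells/well in Opti-MEM + 10% FBS, 2 h settle, then compound 24 h at 37 °C. Luminescence after 10 min with Amplite reagent.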
# Gal4-VP16 FLuc – counter-screen for ROR gamma inhibitors: Gal4-VP16 reporter; Drosophila S2 Gal4-VP16 UAS-luciferase, luminescence, 20 h; Potency, µM (top dose mostly 53.6 µM), for inactives: top-dose activity, negative = inhibition, actives largely listed as inhibitors; 3.5% of 310,000 active;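 also: Gal4-VP16 expression switched on by copper sulfate through the metallothionein promoter; % is scaled to controls: 0 for no effect and ±100 for the full control effect; nearly all actives have a fitted effect of over 50% in size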
# Rab9 prom act – activators of Rab9 promoter | Huh7 Rab9 promoter-luciferase reporter, luminescence, 24 h | Potency, µM (top dose mostly 9.22 µM), for inactives: at the top dose activation, negative = inhibition, usual class: activators | 2.8% of 320,000 active | AID 485297; also: % of control where 0% means no effect; nearly all actives have a fitted effect of over 60% in size
#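 Cells were plated at 1500 per well in reduced-serum medium with 10% FBS and left 2 h. Compound in DMSO was then added for 24 h at 37 °C. Reporter signal was read by luminescence after 10 min with luciferase detection reagent.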
# BRCA1 expr up – increases BRCA1 expression | MCF7-BRCA1-FFLuc reporter, luminescence, 48 h; response scale: scaled: vehicle 0%, 10 µM genistein 100% | Potency, µM (titrated, usually from 46.1 µM), inactives show at the top dose activation, hits mostly activators | 1.1% of 380,000 active; also: nearly all actives have a fitted effect of over 80% in size; some results filed as inactive show a strong effect at the top dose
#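 Luminescence from a BRCA1-driven firefly luciferase in MCF7 cells was the read-out, taken 15 min after substrate addition following 48 h compound exposure at 37 °C. Data were normalized to a 10 microM genistein control and DMSO vehicle.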
# p53 reactivator – re-activators of mutant p53 | H1299 p53-A138V BP100-luciferase reporter, luminescence, 24 h | Potency, µM (doses to about 92.2 µM), inactives show top-dose activity change, positive = activation, usual class: activators | 0.063% of 320,000 active | AID 504706; also: % of control where 0% means no effect; nearly all actives have a fitted effect of over 45% in size
#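 H1299 (p53-null), stable ts p53-A138V + BP100-Luc; 1000 cells/well, Opti-MEM/10% FBS; cpd 4 pt, 1:5; 24 h, 37 deg C, 5% CO2; detection reagent 10 min RT; luminescence.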
# CXXC DNA block – blocks binding of human MLL CXXC domain to DNA. Q03164. Potency, µM (titrated, usually from 115 µM), without a hit: at the highest dose activity change, negative = inhibition, most hits filed as inhibitors. AID 2662. 0.037% of 290,000 active. MLL-CXXC / FITC-HOXA9 DNA fluorescence polarization; active = well fitted inhibition curve with a large enough effect in the polarisation, with a control signal flat, not every such curve was filed as active; inconclusive = small, poorly fitted or top-dose-only effect, or effect the other way, or a change in a side signal; inactive = no such curve, though single readings can be large or run the other way; the % refers to the polarisation
#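 Fluorescence polarization: 7 uM MLL-CXXC (stock) preincubated 5 min with compounds, then 50 nM fluorescein-HOX-A9 DNA (stock) added; 30 min ambient. Buffer 50 mM Tris-HCl pH 7.5, 50 mM NaCl, 1 mM DTT, 0.05% BSA.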
# FLuc counter – inhibits or activates purified firefly luciferase, miR-21 counter-screen. purified FLuc, Km substrates, luminescence inhibition. Potency, µM (series often up to 57.5 µM), without a hit: at the highest dose activity change, negative = inhibition, usual class: inhibitors. 6.9% of 360,000 active. P08659;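 also: plate controls were vehicle for no effect and reference inhibitor for full effect; nearly all actives have a fitted effect of over 55% in size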
#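 Purified P. pyralis luciferase (10nM final) with 10uM D-luciferin and 10uM ATP (Km levels) in 50mM Tris acetate pH 7.5, 10mM Mg acetate, 0.01% Tween-20, 0.05% BSA; qHTS 6-point titration, ~60 µM downward; luminescence read.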
# uPA generation – inhibitors of cell surface uPA generation; cell surface uPA generation assay, qHTS; Potency, µM (titrated, usually from 38.3 µM), for inactives: at the highest dose activity change, negative = inhibition, hits mostly inhibitors; 0.31% of 330,000 active; AID 540303; active = well fitted inhibition curve with a large enough effect; inconclusive = small, poorly fitted or top-dose-only effect; inactive = no such curve, though single readings can be large or run the other way; tested in mouse RAW 264.7 cells; also: % is scaled to controls: 0 for no effect and ±100 for the full control effect; nearly all actives have a fitted effect of over 55% in size
# RORgamma inh – blocks mouse ROR gamma transcriptional activity | P51450 | Drosophila S2 Gal4-RORgamma UAS-luciferase reporter, 20 h | Potency, µM (top dose mostly 53.6 µM), inactives show at the highest dose activity change, negative = inhibition, hits mostly inhibitors | 5.4% of 310,000 active | AID 2551; also: % is scaled to controls: 0 for no effect and ±100 for the full control effect; nearly all actives have a fitted effect of over 60% in size
#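 A Gal4/UAS one-hybrid system in insect cells: metallothionein-promoter Gal4–ROR gamma fusion plus Photinus luciferase reporter. Copper sulfate 700 uM final, 20 hr ambient incubation, luminescent detection after 10 min with reagent.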
# MBNL1-CUG inh – blocks human MBNL1 binding to CUG repeat RNA; Q9NR56; TR-FRET MBNL1-His/biotin-(CUG)12 binding, 665/545 ratio; 0.036% of 280,000 active; Potency, µM (highest dose often 57.5 µM), inactives show at the highest dose activity change, negative = inhibition, usual class: inhibitors; AID 2675; active = well fitted inhibition curve with a large enough effect in the signal ratio, with a control signal flat, not every such curve was filed as active; inconclusive = small, poorly fitted or top-dose-only effect, or effect the other way, or a change in a side signal; inactive = no such curve, though single readings can be large or run the other way; the % refers to the signal ratio; also: % is scaled to controls: 0 for no effect and ±100 for the full control effect
#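 Inhibition of protein-RNA binding appears as loss of TR-FRET between terbium anti-His antibody on MBNL1-His and streptavidin-XL665 on biotin-(CUG)12. Activity is normalized to buffer-only and uninhibited-complex controls.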
# An asterisk follows results filed as active; ? = inconclusive; · = not tested or not shown; & = joins results of further samples; [ ] = dose if it differs, or a comment. Unless noted, calls follow the shape of the dose curve; as a rule, active = well fitted curve in the direction sought with a large enough effect; inconclusive = small, poorly fitted or top-dose-only effect, or another doubt; inactive = no such curve, though single readings can be large; an effect the other way counts as inactive or inconclusive. Potency is read from the fitted curve at half-maximal effect. The list is partial. The share of hits here may be higher or lower than overall.
SMILES,ELG1 genotoxic,NPC1 prom act,Gal4-VP16 FLuc,Rab9 prom act,BRCA1 expr up,p53 reactivator,CXXC DNA block,FLuc counter,uPA generation,RORgamma inh,MBNL1-CUG inh
Fc1ccc(-c2csc3ncnc(N4CCc5ccccc5C4)c23)cc1,-6%,-2%,6%,-2%,-53%,-5%,-2%,2%,2%,?,9%
CS(=O)(=O)N(CC(=O)NCC1CCCO1)c1ccc(F)c(Cl)c1 (stereo not given),3%,-5%,1%,-7%,-11%,-2%,2%,0%,-1%,-2%,-4%
Cc1nnc(NC(=O)C2CCCCC2)s1,0%,0%,7%,-3%,2%,-1%,1%,4%,-3%,-2%,4%
Cc1nn(-c2ccccc2)c(C)c1C(=O)Oc1ccccc1,15%,28%,?,?,?,5%,27%,17µM*,8%,13%,7%
COc1ccc(CNC(=O)CC23CC4CC(CC(C4)C2)C3)cc1OC,0%,-1%,-10%,-2%,18%,4%,3%,15µM*,-1%,2%,-7%
COc1ccc(N2CCN(C(=O)COC(=O)Cc3c(F)cccc3Cl)CC2)cc1,-5%,0%,·,-3%,-8%,-2%,·,4%,3%,·,·
CCn1c(SCC(=O)N/N=C/C=C\c2ccco2)nc2ccccc21,-1%,3%,?,-2%,-14%,16%,2%,0%,-3%,?,15%
Cc1cc2oc(C(=O)NCc3ccc4c(c3)OCO4)c(C)c2cc1C,10%,0%,-17%,-2%,1%,0%,-7%,12%,0%,-11%,-9%
COc1ccc(CCNC(=O)C2CC(c3ccc(C(F)(F)F)cc3)=NO2)cc1 (stereo not given),-2%,-3%,-4%,0%,0%,0%,2%,1%,-6%,27%,-2%
COc1ccc(NC(=O)C/C(C)=N/NC(=O)c2cnccn2)cc1,-2%,1%,0%,1%,7%,3%,-2%,-1%,3%,-13%,2%
Cc1ccc(N2CCN(S(=O)(=O)c3ccc(-n4cnnn4)cc3)CC2)c(C)c1,5%,-1%,-9%,-14%,-10%,20%,-5%,2%&-2%,-3%,-22%,-11%
CCCc1ccc(OCC(O)CN2CCCC2)cc1 (stereo not given),-2%,-8%,-2%,-1%,-2%,·,40%[activator],9%,-8%,1%,0%
COc1ccccc1NS(=O)(=O)c1cccc(C(=O)NN=C2CCCC2)c1,4%,-1%,-7%,-4%,-4%,6%,-13%,-3%,-6%,-25%,-2%
Cc1ccc(CC(=O)Nc2cccc(C)n2)cc1,21µM*,?,-2%,?,10µM*,22%,0%,?,·,19%,1%
CCOC(=O)C1=C(N)n2c(s/c(=C\c3cccnc3)c2=O)=C(C(=O)OCC)C1c1cccnc1 (stereo not given),-1%,2%,-2%,-3%,·,3%,-2%,11%,·,1%,-1%
O=C(NC(=S)NNC(=O)c1cccs1)c1ccc(Br)o1,0%,3%,11%,-2%,-11%,10%,-13%,-11%,-5%,-16%,6%
O=C(Cn1nnc(-c2ccccc2)n1)NC(=O)NC1CCCC1,0%,-1%,·,-3%,-10%,2%,·,3%,2%,·,·
CS(=O)(=O)c1ccc(C(=O)OCC(=O)NC(=O)Cc2ccccc2)cc1,0%,-9%,·,-3%,8%,-1%,·,0%,2%,·,·
CCOc1ccc2cc(C(=O)c3ccccc3)c(=O)oc2c1,?,30%,-6%,?,10µM*,?,-8%,-7%,1%,31%,·
CCCOC(=O)c1ccc(Oc2cn[nH]c2-c2ccc(O)cc2O)cc1,4%,1%,-21%,-9%,-28%,-1%,-16%,-5%,-2%,17%,-8%
CCC(=O)NCCN1CCN(C(=O)CC)CC1,0%,-1%,3%,0%,0%,-3%,-1%,0%,-3%,-1%,-2%
CN(CC(=O)NCCc1ccc(S(N)(=O)=O)cc1)S(=O)(=O)c1ccc(Br)s1,-3%,-2%,-3%,-4%,-1%,-3%,1%,-1%,2%,18%,0%
CN1C(=O)Cc2cc(S(=O)(=O)NCc3c(F)cccc3Cl)ccc21,0%,-7%,-8%,-2%,0%,-3%,-10%,2%,-8%,-18%,3%
CCOC(=O)c1sc(NC(=O)CSc2nc3c(c(=O)n2-c2ccc(C)cc2)SCC3)c(C(=O)OCC)c1C,-1%,-10%,0%,-10%,1%,-11%,12%,-2%,1%,-26%,-23%
Cc1[nH]c2ccccc2c1C(c1ccccn1)N1CCC(C(N)=O)CC1 (stereo not given),-2%,4%,-21%,6%,2%,-5%,-6%,1%,8%,-45%,-2%
CCOC(=O)Cc1nnc(NC(=O)COc2ccc(OC)cc2)s1,2%,12%,13%,-3%,0%,1%,6%,-6%,1%,7%,4%
Cc1csc(CNc2ncnc3ccc(-c4ccoc4)cc23)c1,-13%,-1%&-6%,·,5%&-4%,-22%,-10%,·,-17%&-13%,7%,·,·
CCOCCCN(Cc1cc2cc(C)cc(C)c2[nH]c1=O)C(=O)N(CC)CC,-3%,-1%,16%[0.365 µM],-3%,3%,-8%,1%,5%,0%,-30%,-6%
CCOC(=O)c1ccc(N=NN(C)C)cc1,?,?,-5%,?,13µM*,19%,2%,19µM*,1%,35%,12%
O=S(=O)(c1cccc(C(F)(F)F)c1)N1CCC(CO)(CCCc2ccccc2)CC1,-11%,-3%,-17%,0%,-20%,·,2%,-2%,13%,40%,-4%
COc1cc(NC(=O)c2ccc3snnc3c2)cc(OC)c1,13%,?,0%,11%,11µM*,3%,5%,?,3%,8%,-3%
CCN(CC)CCn1c2c(c(SCC(=O)Nc3ccc(F)c(F)c3)nc1=O)CCC2,1%,6%,·,-5%,-34%,-1%,·,0%,-6%,·,·
Cc1ccc(S(=O)(=O)N(C)c2ccc(OCC(=O)NC3=NCCS3)cc2)cc1,-6%,-2%,-3%,0%,-11%,0%,-1%,?,1%,1%,-2%
CCOC(=O)C1=C(CN2CCC(C)CC2)NC(=O)NC1c1ccc(Cl)cc1 (stereo not given),-1%,2%,-7%,-2%,-11%,-8%,1%,2%,-1%,8%,-3%
COc1ccccc1N1CCN(CC(=O)c2c(C)n(C)c3ccccc23)CC1,-5%,-6%,-8%,-13%,31%,3%,0%,-2%,2%,-22%,2%
CCn1c(SCC(N)=O)nnc1-c1ccc(S(=O)(=O)N2CCN(C)CC2)cc1,-6%,-2%,14%[0.365 µM],-2%,0%,2%,3%,3%,·,26%,0%
COc1cc(-c2nnco2)cc(OC)c1OC,4%,2%,-2%,-6%,27%,10%,-4%,-1%,2%,-2%,?
CN(C)c1ccc(C(=O)/C=C/c2ccccc2)cc1,?,4µM*,?,3.2µM*,?,?,?,1.2µM*,-11%,11µM*,8%
CC(C)CCNC(=O)CN(Cc1ccccc1)C(=O)CCC(=O)Nc1ccccn1,-2%,3%,5%,3%,-4%,-1%,20%,1%,-3%,2%,-8%
CCOc1ccc(N(CC(=O)NCC(C)C)S(C)(=O)=O)cc1,0%,4%,0%,0%,31%,-2%,1%,-1%,13%,-9%,3%
Cc1ccc(NC(=O)CSc2nnc(NC(=O)c3ccco3)s2)cc1,15%,9%,24%,14%,9%,3%,0%,21µM*,-6%,0%,-6%
CC1CC(C)CN(C(=O)c2ccc(NS(=O)(=O)c3ccc4[nH]c(=O)[nH]c4c3)cc2)C1 (stereo not given),1%,1%,·,1%,0%,-6%,·,5%,3%,·,·
CC(NC(=O)Nc1ccc2c(c1)OCO2)c1ccncc1 (stereo not given),1%,1%,4%,-3%,18%,6%,8%,?,-3%,2%,0%
CCN(CC)S(=O)(=O)c1ccc(NC(=O)c2cnccn2)cc1,1%,-3%,19%,3%,5%,?,-2%,-3%,15%,14%,-7%
O=C(CCC(=O)N1CCc2ccccc2C1)NCCc1ccc(Cl)cc1,0%,0%,-1%,-2%,-6%,7%,-4%,-3%,-10%,1%,2%
C#CCOCCOCCOCCNc1nc(N2CCN(C(=O)CCCCCCCCCCNC(=O)[C@H]([C@@H](C)CC)n3cc(CCCCN=C(N)N)nn3)CC2)nc(N2CCN(C(=O)CCCCCCCCCCNC(=O)[C@H](CCCCN)n3cc(C)nn3)CC2)n1,-3%,-6%,·,0%,-56%,-1%,·,-12%,?,·,·
CC(C)NC(=O)CC1OC(=O)c2ccccc21 (stereo not given),3%,0%,2%,-2%,3%,-1%,-20%,1%,4%,0%,-3%
Cc1ccc(C(=O)NCC(=O)OCC(=O)NCC(F)(F)F)cc1,0%,-6%,8%,4%,-7%,1%,3%,3%,14%,-3%,-1%

# Screens deposited in PubChem BioAssay by National Center for Advancing Translational Sciences (NCATS).
